ALOX12 inh: inhibitors of human 12S-lipoxygenase ALOX12; P18054; purified 12hLO, xylenol orange hydroperoxide absorbance; Potency, µM (series often up to 108 µM), for the others: at the highest dose activity change, negative = inhibition, hits mostly inhibitors; 580,000 compounds, 1.1% hits; AID 1671190
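Hydroperoxide product was detected by ferrous iron/xylenol orange as the 573 to 405 nm absorbance ratio. Arachidonic acid at 40 uM (final) was turned over for 30 min at room temperature by 150 nM human 12hLO, pH 7.0 Hepes buffer, after 15 min compound preincubation.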
GLS inhibitor: glutaminase GLS (human) inhibition; O94925; GLS enzymatic activity, qHTS titration; Potency, µM (top dose mostly 45.5 µM), inactives show at the top dose activity change, negative = inhibition, hits mostly inhibitors; 410,000 compounds, 0.21% hits; AID 624170
Target sequence (O94925 whole entry, looked up): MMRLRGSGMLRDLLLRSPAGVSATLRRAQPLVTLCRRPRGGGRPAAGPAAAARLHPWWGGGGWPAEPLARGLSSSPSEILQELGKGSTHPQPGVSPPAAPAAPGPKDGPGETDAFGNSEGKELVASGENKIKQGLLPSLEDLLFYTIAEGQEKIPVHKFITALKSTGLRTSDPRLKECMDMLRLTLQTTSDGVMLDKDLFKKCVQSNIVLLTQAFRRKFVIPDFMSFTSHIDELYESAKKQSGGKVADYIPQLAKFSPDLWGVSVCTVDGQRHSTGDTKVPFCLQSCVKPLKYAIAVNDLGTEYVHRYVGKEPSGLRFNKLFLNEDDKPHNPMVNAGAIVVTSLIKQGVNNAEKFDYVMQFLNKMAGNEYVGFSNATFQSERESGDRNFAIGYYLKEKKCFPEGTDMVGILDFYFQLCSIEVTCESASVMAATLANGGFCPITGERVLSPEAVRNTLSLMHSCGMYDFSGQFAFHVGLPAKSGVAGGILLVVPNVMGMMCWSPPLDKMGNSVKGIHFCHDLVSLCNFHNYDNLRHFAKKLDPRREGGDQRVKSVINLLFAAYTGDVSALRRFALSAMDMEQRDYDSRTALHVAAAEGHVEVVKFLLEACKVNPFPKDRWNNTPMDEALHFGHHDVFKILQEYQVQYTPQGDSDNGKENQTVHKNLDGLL
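hKGA; 45 mM KH2PO4 pH 8.2 + 0.02% Tween-20; cpd via pin tool; 1 mM Gln soln; GluOx/HRP/Amplex Red; RT 30 min; fluor. t0 & final.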
PGK inhibitor: T. brucei PGK inhibition | P07378 | PGK/GAPDH coupled, Kinase-Glo luminescence, 60 min | Potency, µM (titrated, usually from 57.5 µM), without a hit: top-dose activity change, negative = inhibition, actives largely listed as inhibitors | 380,000 compounds, 0.043% hits; further: nearly all actives have a fitted effect of over 60% in size
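Recombinant glycosomal PGK reaction used 1,3-bisphosphoglycerate generated in-well by GAPDH (100nM final) in 100mM TEA pH 7.6, 5mM MgCl2, 0.01% Tween-20. After 60 minutes at room temperature, ATP was read by Kinase-Glo Plus luminescence end-point.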
An asterisk follows results filed as active; i = inactive; ? = inconclusive; [ ] = dose if it differs, or a comment. The call rests on the fitted dose curve; in most records, active means well fitted curve in the direction sought with a large enough effect; inconclusive means small, poorly fitted or top-dose-only effect, or another doubt; inactive means no such curve, though single readings can be large; an effect the other way counts as inactive or inconclusive. On the % scale 0 is the no-effect control and ±100 the full control effect; potency means the concentration at half of the fitted maximal effect.

1) O=C(CCNS(=O)(=O)c1ccc(F)cc1)N1CCN(c2ncccn2)CC1
2) Cc1ccc([C@@H]2CC(=O)[C@@H]3CN(S(=O)(=O)c4ccc(C)cc4)[C@H](c4ccccc4)C[C@@H]3N2S(=O)(=O)c2ccc(Cl)cc2)cc1
3) Cc1cc(OC(=O)Nc2ccccc2)ccc1Cl
4) Cc1ccc([C@@H]2C[C@H]3[C@@H](CN2S(=O)(=O)c2ccc(Cl)cc2)C(=O)C[C@@H](c2ccc(Cl)cc2)N3S(=O)(=O)c2ccccc2C)cc1
5) CCCc1c(C(=O)N/N=C(\C)c2ccccc2O)nnn1-c1nonc1N
6) CC1CC(C)CN(S(=O)(=O)c2ccc(C(=O)OCC(=O)Nc3ccccc3)cc2)C1 (stereo not drawn)
7) CN(CC(=O)NC(=O)NC1CCCCC1)CC(=O)Nc1ccccc1C(F)(F)F
8) C[C@@H]1CN([C@H](C)CO)C(=O)c2c(c3ccccc3n2C)-c2ccccc2CO[C@H]1CN(C)Cc1ccc2c(c1)OCCN2C
assay / compound	1	2	3	4	5	6	7	8
ALOX12 inh	?	3%	1%	-22%	?	4%	14%	5%
GLS inhibitor	-6%	-1%	18%	1%	-4%	1%	-1%	-10%
PGK inhibitor	i	-1%	i	2%	3%	-10%	6%	-8%

9) Cc1ccc(NC(=S)NNC(=S)NNc2ccccc2)cc1C
10) O=C(Cc1cccc([N+](=O)[O-])c1)Nc1ccccc1
11) Cc1cnc(C(=O)OCC(=O)c2cc(C)n(CCc3ccc(F)cc3)c2C)cn1
12) Cc1cc(NC(=O)CSc2nnc3ccc(-c4ccccc4)nn23)no1
13) COc1ccc(Cc2nc3ccc(C(=O)NCCc4ncccc4C)cc3o2)cc1OC
14) O=C(CCNC(=O)c1ccc(Cl)cc1)Nc1cc(C(F)(F)F)ccc1N1CCOCC1
15) Cc1ccc(Nc2n[nH]c(=S)s2)cc1C
16) O=C(C1CCCCC1)N1C[C@@H](n2cc(C3CC3)nn2)[C@H](O)C[C@@H]1c1ccc(Cl)cc1
assay / compound	9	10	11	12	13	14	15	16
ALOX12 inh	40µM*	?	-41%	23%	?	-8%	?	6%
GLS inhibitor	20%	0%	12%	11%	-11%	1%	-6%	-6%
PGK inhibitor	-2%	i	-4%	0%	-3%	i	-2%	-9%

17) Cc1cn([C@H]2C[C@H](O)[C@@H](CNC(=O)[C@H](N)Cc3cn(COCc4ccccc4)cn3)O2)c(=O)[nH]c1=O
18) Cc1ccc(S(=O)(=O)N2C[C@H]3N(C(=O)OC(C)C)N(C(=O)OC(C)C)C[C@H](OC(=O)NC4CC4)[C@@]3(O)C2)cc1
19) COC(=O)c1cc(S(=O)(=O)Nc2cccc(-c3ccno3)c2)c[nH]1
20) COc1cccc(NC(=O)C(=O)NCC2CCCN2S(=O)(=O)c2cccs2)c1 (stereo not drawn)
21) NC(=O)c1ccc(NC(=O)COC(=O)C23CC4CC(CC(C4)C2)C3)cc1
22) CC(C)OC(=O)N(C)C[C@@H]1OCc2cn(nn2)CCCC(=O)N([C@H](C)CO)C[C@H]1C
23) CCN1C(=O)[C@H]2[C@@H](c3ccc(C)cc3)N[C@]3(CCCN(Cc4cccn4C)C3=O)[C@H]2C1=O
24) COc1ccc(NC(=O)C[C@H]2C(=O)N(c3ccc(OC)cc3)C[C@@H]2C)cc1
assay / compound	17	18	19	20	21	22	23	24
ALOX12 inh	24%	?	1%	-52%	-15%	-25%	-32%	-33%
GLS inhibitor	0%	1%	-2%	-4%	0%	7%	0%	2%
PGK inhibitor	-2%	-5%	-4%	4%	14%	4%	7%	2%

25) COc1cc2c(cc1O)C(CSC)Cc1cc3c(cc1N(C)CC2)OCO3 (stereo not drawn)
26) C[C@@H]1CCCCO[C@H](CN(C)C(=O)CCC(F)(F)F)[C@@H](C)CN([C@H](C)CO)C(=O)c2cc(NC(=O)c3ccncc3)ccc2O1
27) CCn1cc(/C=C(\NC(=O)c2ccccc2F)C(=O)N2CCN(C)CC2)c2ccccc21
28) C[C@@H]1CN([C@H](C)CO)C(=O)CCCn2cc(nn2)CO[C@H]1CN(C)C(=O)Nc1ccccc1
29) CC1(C)N=C(N)N=C(N)N1c1cc(Cl)ccc1Cl
30) Cc1ccc([C@@H]2CC(=O)[C@@H]3CN(S(=O)(=O)c4ccccc4C)[C@H](c4ccc(Cl)cc4)C[C@@H]3N2S(=O)(=O)c2ccc(C)cc2)cc1
31) O=S(=O)(Nc1ccccc1N1CCCC1)c1ccccc1C(F)(F)F
32) C[C@H](CO)N1C[C@H](C)[C@@H](CN(C)Cc2ccc(Oc3ccccc3)cc2)Oc2cc(Br)ccc2S1(=O)=O
assay / compound	25	26	27	28	29	30	31	32
ALOX12 inh	-11%	-11%	?	0%	-5%	-24%	3%	0%
GLS inhibitor	25%	-11%	0%	-5%	0%	0%	9%	-1%
PGK inhibitor	-3%	-11%	4%	8%	-6%	i	1%	9%

Quoted at random: 5 records from the list.
27) CCn1cc(/C=C(\NC(=O)c2ccccc2F)C(=O)N2CCN(C)CC2)c2ccccc21
29) CC1(C)N=C(N)N=C(N)N1c1cc(Cl)ccc1Cl
30) Cc1ccc([C@@H]2CC(=O)[C@@H]3CN(S(=O)(=O)c4ccccc4C)[C@H](c4ccc(Cl)cc4)C[C@@H]3N2S(=O)(=O)c2ccc(C)cc2)cc1
26) C[C@@H]1CCCCO[C@H](CN(C)C(=O)CCC(F)(F)F)[C@@H](C)CN([C@H](C)CO)C(=O)c2cc(NC(=O)c3ccncc3)ccc2O1
25) COc1cc2c(cc1O)C(CSC)Cc1cc3c(cc1N(C)CC2)OCO3 (stereo not drawn)
assay / compound	27	29	30	26	25
ALOX12 inh	?	-5%	-24%	-11%	-11%
GLS inhibitor	0%	0%	0%	-11%	25%
PGK inhibitor	4%	-6%	i	-11%	-3%

New compounds follow:
33) Cc1ccc(Cc2c(-c3ccc(C#N)cc3)nc3ccc(Br)cn23)cc1
34) CCOC(=O)N(C)C[C@H]1OCc2cnnn2CCCC(=O)N([C@H](C)CO)C[C@H]1C
35) Oc1ccc(O)c(C=NNC(=S)NC2CC3CC2C2C=CCC32)c1 (stereo not drawn)
36) COc1ccc(CC(=O)NCCc2ccc3c(c2)OCO3)cc1OC
37) CC1=CC(C)(C(Cl)(Cl)Cl)C(C)=CC1=NO (stereo not drawn)
38) CC(OC(=O)c1ccc(NC(=O)CC#N)cc1)C(=O)Nc1ccc(S(=O)(=O)N2CCCC2)cc1 (stereo not drawn)
39) CCCCCC(=O)N1C[C@@H](n2cc(-c3ccc(F)cc3)nn2)[C@H](O)C[C@@H]1c1ccc(C)cc1
40) CC1CC(=O)c2cc(-c3ccccc3)oc2C1 (stereo not drawn)
assay / compound	33	34	35	36	37	38	39	40
ALOX12 inh	20µM*	9%	?	-5%	-17%	9%	-5%	?
GLS inhibitor	-3%	1%	43%[activator]	0%	4%	0%	-2%	-6%
PGK inhibitor	-14%	i	-10%	i	-1%	-9%	-1%	-2%

41) COc1ccc(NC(=O)C[C@H]2C(=O)N(c3ccc(Br)cc3)C[C@@H]2CSC)cc1
42) O=C(OCc1cn([C@H]2C[C@H](c3ccc(Cl)cc3)N(CC3CCCCC3)C[C@@H]2O)nn1)c1ccccc1
43) CCOC(=O)CCCCCC(=O)Nc1ccc2c(c1)C(=O)N([C@H](C)CO)C[C@H](C)[C@H](CN(C)C(=O)C1CCCCC1)OCCCC[C@@H](C)O2
44) C[C@H](CO)N1C[C@H](C)[C@H](CN(C)C(=O)Nc2ccccc2F)OCc2cnnn2CCCC1=O
45) CC(NC(=O)C1CC(=O)N(c2ccc3c(c2)OCCO3)C1)c1ccccc1 (stereo not drawn)
46) CCN(c1ccccc1)S(=O)(=O)c1cccc(C(=O)NCC(c2ccc(OC)cc2)N2CCCCC2)c1 (stereo not drawn)
47) COc1ccccc1C#Cc1cnc2c(c1)C(=O)N([C@H](C)CO)C[C@@H](C)[C@@H](CN(C)C(=O)c1ccc3c(c1)OCO3)O2
48) CCOC(=O)C1CCCN(C(=O)c2cccc(S(=O)(=O)NCc3ccccc3)c2)C1 (stereo not drawn)
assay / compound	41	42	43	44	45	46	47	48
ALOX12 inh	?	-28%	?	5%	-22%	-1%	-29%	-3%
GLS inhibitor	3%	-7%	6%	-1%	-1%	7%	0%	-1%
PGK inhibitor	-2%	-10%	-1%	8%	-3%	i	-1%	4%

49) COCc1cc(=O)n2[nH]c(C)c(-c3ccc(Cl)cc3)c2n1
50) COc1ccccc1CN(C)C[C@@H]1OCc2cnnn2CCCC(=O)N([C@@H](C)CO)C[C@H]1C
51) C[C@@H]1CN([C@@H](C)CO)C(=O)CCCn2nncc2CO[C@H]1CN(C)C(=O)Nc1cccc2ccccc12
52) Cc1cc(NS(C)(=O)=O)c(=O)n(Cc2cccc(C(F)(F)F)c2)c1
53) CC1CC(=O)Nc2ccccc2N1C(=O)COc1ccccc1C(N)=O (stereo not drawn)
54) COCCCn1c(SCC(=O)N2CCCC2=O)nc2ccccc2c1=O
55) C[C@H](CO)N1C[C@H](C)[C@@H](CN(C)S(=O)(=O)c2ccc3ccccc3c2)OCc2cnnn2CCCC1=O
56) Cc1ccc(CCNC(=O)CN2C(=O)CSc3ccc(S(=O)(=O)N4CCOCC4)cc32)cc1
assay / compound	49	50	51	52	53	54	55	56
ALOX12 inh	-6%	4%	-4%	-13%	6%	-3%	7%	5%
GLS inhibitor	18%	-2%	-1%	17%	0%	1%	2%	2%
PGK inhibitor	-6%	-5%	9%	-5%	-4%	-6%	7%	i

57) Cc1noc(C)c1S(=O)(=O)N(C)C[C@H]1OCc2cnnn2CCCC(=O)N([C@H](C)CO)C[C@@H]1C
58) Cc1ccc(C(=O)OCC(=O)NCc2ccccc2)s1
59) CC1(C)CC(=O)C=C(c2ccc(COC(=O)C(c3ccccc3)c3ccccc3)cc2)C1=O
60) COc1cc2c(=O)[nH]c3cc([N+](=O)[O-])ccc3c2cc1[N+](=O)[O-]
61) Cc1ccc(-n2ncc(-c3n[nH]c(=S)o3)c2N)cc1C
62) CCCCCCNC(=O)O[C@H]1C[C@@H]2C(=O)N(c3ccccc3)C(=O)[C@@H]2[C@@H]2CN(S(=O)(=O)c3ccc(C)cc3)C[C@]12O
63) N#Cc1cccc(C(Br)S(=O)(=O)c2ccccc2)c1 (stereo not drawn)
64) CCN(CC)C(=O)C1=C(C)N(CCCN2CCCC2=O)C(=O)C(CC(=O)NCCCN(C)C)C1 (stereo not drawn)
assay / compound	57	58	59	60	61	62	63	64
ALOX12 inh	9%	-44%	2%	-26%	?	?	-15%	2%
GLS inhibitor	-2%	-3%	-8%	-7%	17%	-7%	9%	-7%
PGK inhibitor	7%	0%	-1%	-8%	-4%	i	2%	-8%

65) COC(=O)c1ccc2c(=O)n(CCN3CCOCC3)c(SCC(=O)Nc3ccccc3OC)nc2c1
66) C[C@@H]1CN([C@@H](C)CO)C(=O)CCCn2cc(nn2)CO[C@H]1CN(C)C(=O)OCc1ccccc1
67) COC(=O)N(C)C[C@@H]1OCc2ccccc2-c2c(n(C)c3ccccc23)C(=O)N([C@H](C)CO)C[C@@H]1C
68) CN(Cc1cnn(-c2ccccc2)c1)C(=O)c1ccc(S(=O)(=O)NCc2ccco2)cc1
69) Cn1ccc(=O)c2cc([N+](=O)[O-])ccc21
70) C[C@H]1CCCCO[C@H](CN(C)CC2CCCCC2)[C@@H](C)CN([C@@H](C)CO)C(=O)c2cc(NS(=O)(=O)c3ccccc3)ccc2O1
71) COc1ccc(-c2ccc(CN3C(C(C)C)C(=O)N(Cc4cn(CCC5OCCO5)nn4)CCS3(=O)=O)cc2)cc1OC (stereo not drawn)
72) COc1ccc(CN2CCN(Cc3c[nH]c4ccccc34)CC2)cc1OC
73) CCOc1ccc(CCNC(=O)COC(=O)c2n[nH]c3ccccc23)cc1OCC
74) COc1ccc(N2C[C@H](CSC)[C@@H](CC(=O)Nc3ccccc3)C2=O)cc1
75) Cc1ccccc1NC(=O)CN1CCN(c2ccc(F)cc2)CC1
assay / compound	65	66	67	68	69	70	71	72	73	74	75
ALOX12 inh	10%	-9%	2%	2%	-27%	7%	?	1.1µM*	-5%	?	-8%
GLS inhibitor	-8%	0%	4%	-4%	0%	-5%	-23%	14%	-1%	-3%	14%
PGK inhibitor	-1%	3%	5%	-4%	-3%	4%	-10%	-5%	-9%	1%	-4%

Screening data (PubChem)

This is a subset (hit frequency here may not be typical).
